# High-throughput results (PubChem BioAssay)
# AmpC detergent = qHTS Inhibitors of AmpC Beta-Lactamase (assay with detergent) | actives 0.041% (n = 370,000) | Potency, µM (highest dose often 114 µM), without a hit: at the highest dose activity change, negative = inhibition, hits mostly inhibitors | AmpC hydrolysis of nitrocefin, absorbance 480 nm, 0.01% Triton | AID 485294, 2010;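 also: potency is read from the fitted curve at half-maximal effect; 0% = no-compound wells and -100% = no-enzyme wells; nearly all actives have a fitted effect of over 25% in size; some results filed as inactive show a strong effect at the top dose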
# Target sequence (P00811 whole entry, looked up): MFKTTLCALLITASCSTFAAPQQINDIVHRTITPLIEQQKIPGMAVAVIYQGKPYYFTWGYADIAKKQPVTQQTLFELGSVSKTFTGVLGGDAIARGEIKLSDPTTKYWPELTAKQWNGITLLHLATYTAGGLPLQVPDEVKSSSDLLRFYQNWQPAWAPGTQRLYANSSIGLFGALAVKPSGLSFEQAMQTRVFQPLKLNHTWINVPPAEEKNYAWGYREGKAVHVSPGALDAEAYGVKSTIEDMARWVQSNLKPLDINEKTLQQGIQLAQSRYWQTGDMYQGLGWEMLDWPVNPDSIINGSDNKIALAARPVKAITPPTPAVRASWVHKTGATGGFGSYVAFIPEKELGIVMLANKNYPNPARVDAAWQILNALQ
#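 AmpC (5.3 nM in the dispensed reagent) in 20 mM phosphate pH 7.0 with 0.01% (detergent screen) or 0.0001% Triton X-100 was preincubated with compounds for 15 min at room temperature. Nitrocefin was then added from an 800 uM solution, and hydrolysis was followed at 480 nm.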
# HCV inh = qHTS Assay for Inhibitors of Hepatitis C Virus (HCV). AID 651820, 2012. actives 3.4% (n = 340,000). Potency, µM (series often up to 41.8 µM), inactives show top-dose activity change, negative = inhibition, most hits filed as inhibitors. Huh7.5.1 HCVcc-Cre infection, luciferase reporter, 44 h; also: potency is read from the fitted curve at half-maximal effect
#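 Cells seeded at 1,000/well and cultured 4 h, then compounds added followed by HCVcc-Cre virus (~0.5 moi). After 44 h further culture, luciferase substrate was added, plates held 15 min at room temperature, and luminescence read for 15 sec.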
# FBPA Giardia inh = qHTS Assay for Inhibitors of Fructose-1,6-bisphosphate Aldolase from Giardia Lamblia; Potency, µM (doses to about 59.6 µM), for inactives: at the top dose activity, negative = inhibition, actives largely listed as inhibitors; A8B2U2; purified Giardia FBPA; actives 0.71% (n = 290,000); also: potency is read from the fitted curve at half-maximal effect; nearly all actives have a fitted effect of over 55% in size
# Target sequence (A8B2U2 whole entry, looked up): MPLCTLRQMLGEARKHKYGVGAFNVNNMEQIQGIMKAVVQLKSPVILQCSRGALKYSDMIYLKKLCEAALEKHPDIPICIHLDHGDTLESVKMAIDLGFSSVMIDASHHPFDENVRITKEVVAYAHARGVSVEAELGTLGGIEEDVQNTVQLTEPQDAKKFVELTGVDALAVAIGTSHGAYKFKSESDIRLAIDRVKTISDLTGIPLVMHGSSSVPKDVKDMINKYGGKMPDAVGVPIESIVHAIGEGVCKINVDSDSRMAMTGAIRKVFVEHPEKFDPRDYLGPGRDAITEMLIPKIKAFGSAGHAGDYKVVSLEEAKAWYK
#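 Giardia FBPA (40 nM reagent) was preincubated 10 min at RT with compound (up to 57.5 uM final), then substrate plus GAPDH/TPI/NAD/arsenate coupling system with diaphorase/resazurin was added; resorufin fluorescence (525/598 nm) was read after 20 min.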
# Sm TGR block = qHTS Assay for the Inhibitors of Schistosoma Mansoni Peroxiredoxins; Schistosoma mansoni thioredoxin glutathione reductase (TGR), Q962Y6; purified TGR, DTNB reduction, TNB absorbance 405 nm; Potency, µM (titrated, usually from 114 µM), inactives show top-dose activity change, negative = inhibition, most hits filed as inhibitors; actives 3% (n = 360,000); AID 485364, 2010; also: potency is read from the fitted curve at half-maximal effect; nearly all actives have a fitted effect of over 60% in size
#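 TGR 20 nM + NADPH 100 uM (dispensed conc.), cpd preinc 15 min RT; start with NADPH (500 uM addition) then DTNB (15 mM addition). Kinetic TNB absorbance, 405 nm filter. Four-parameter Hill fit across titration.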
# AMA1-RON2 inh = qHTS for Inhibitors of AMA1-RON; Towards Development of Antimalarial Drug Lead: Primary Screen. Potency, µM (titrated, usually from 58.2 µM), without a hit: at the top dose activity change, negative = inhibition, hits mostly inhibitors. AID 720542, 2013. Plasmodium falciparum AMA1 (3D7) - RON2 peptide interaction. actives 0.2% (n = 360,000). AlphaScreen AMA1-biotinylated RON2 peptide binding;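 also: potency is read from the fitted curve at half-maximal effect; 0% = vehicle wells and -100% = peptide control; nearly all actives have a fitted effect of over 45% in size; some results filed as inactive show a strong effect at the top dose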
#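 AMA1 (3D7) with his tag at 25 nM final met compounds first, then biotinylated RON2 peptide at 25 nM; detection used donor plus acceptor beads, 10 µg/mL apiece, read by AlphaScreen after 30 min at room temperature.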
# HCMV inh = qHTS Assay for inhibitors of the human cytomegalovirus (HCMV); actives 4.5% (n = 410,000); HFF cells, HCMV-luciferase reporter, 72 h; active compounds read low; activity change, negative = inhibition, % at 57.5 µM; in the data active = activity change below about -60%; inconclusive = no clear call, values can overlap the other calls; inactive = above about -39%
#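 Two-dose cell screen: HFF monolayers treated with compounds and infected with luciferase-expressing HCMV at 1 PFU/cell, 72 h at 37C, then lysed for luciferase measurement.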
# * hit, by the source's call; ? = inconclusive; · = no result given; & = joins results of further samples; [ ] = dose if it differs, or a comment. Unless noted, calls follow the shape of the dose curve; as a rule, active = well fitted curve in the direction sought with a large enough effect; inconclusive = small, poorly fitted or top-dose-only effect, or another doubt; inactive = no such curve, though single readings can be large; an effect the other way counts as inactive or inconclusive. Unless noted, % is scaled to controls: 0 for no effect and ±100 for the full control effect.
SMILES,AmpC detergent,HCV inh,FBPA Giardia inh,Sm TGR block,AMA1-RON2 inh,HCMV inh
Cc1ccc(N(C(=O)Nc2ccccc2)C2=NCCC2)cc1,2%,17%,15%,-5%,0%,-35
Cc1cc(OCCCC(=O)NC2=NCCS2)ccc1Cl,-6%,6%,7%,-8%,0%,18
O=C(Nc1ccnn1C1CCN(C(=O)c2ccc(F)c(Cl)c2)CC1)C1CC1,1%,11%,·,0%,1%,32
Cn1ncc2c1ncn1nc(CCc3ccccc3)nc21,0%,1%,1%,10%,9%,54
CN1C(=O)NC(=O)/C(=C/c2ccc([N+](=O)[O-])s2)C1=O,-2%,13%,?,8.9µM*,?,68
CCCc1cc(=O)[nH]c(SCCN2C(=O)c3ccccc3C2=O)n1,?,17%,-7%,0%,-4%,?
COc1cccc(OCCn2c(-c3ccc(Br)cc3)nc3ccccc3c2=O)c1,3%,·,·,-3%,·,43
Cc1ccc(O)c(/C=N/NC(=O)C2=NNC(c3ccccc3)(c3ccccc3)C2)c1,-7%,14%,?,?,·,·
COc1ccc(CCNC(=O)Cn2ccc3c(OC)cccc3c2=O)cc1OC,0%,2%,1%,2%,-6%,-19
CCOc1ccc(=O)n(-c2ccccc2)n1,?,13%,7%,-6%,-19%,-21
CCOC(=O)c1c(C)[nH]c(C(=O)NNC(=O)c2ccc(C(C)(C)C)cc2)c1C,4%,-13%,18%,1%,-16%[2.32 µM],?
COc1ccc(-c2csc(NC(C)=O)n2)cc1OC,?,?,0%,0%,6%,37
Cc1ccccc1C(=O)NCCN=C1NS(=O)(=O)c2ccccc21,2%,19%,0%,13%,-3%,16
O=C(CSc1nc2ncccc2[nH]1)Nc1ccccc1-c1ccccc1,-9%,?,?,-12%,30%,-37
Cc1cc(C)cc(OCC(=O)O/N=C(\N)c2cccnc2)c1,3%,-11%,4%,-7%,0%,10
Cc1c(Cl)cccc1NC(=O)CN1C(=O)c2ccccc2Sc2ncccc21,5%,·,·,-4%,·,8
COc1ccccc1CC(=O)N1CCN(S(=O)(=O)c2cccs2)CC1,6%,-13%,·,1%,-12%,5
S=C(NC1CCCCC1)N(CCc1ccccc1)CCc1ccccc1,2%,?,-1%,-3%,-5%,6
O=C1SCC(c2ccc(Cl)cc2Cl)=NN1Cc1nnc(-c2ccccc2)o1,?,-11%,5%,-3%,-6%,10
CCN(CC)CCNC(=O)c1c(C)n(-c2ccccc2)c2cc(Br)c(OC)cc12,-2%,?,-7%,5%,-23%,-11
CC(=O)/C(=N/Nc1ccccc1Cl)Sc1nnc(C(O)c2ccccc2)n1-c1ccccc1 (stereo not given),-11%,6%,-25%,-3%,-11%,-2
Cc1nccn1CC(=O)N/N=C/c1cccs1,-1%,-13%,3%,0%,0%,40
CC(C)NC(=O)C(c1ccc(F)cc1)N(Cc1ccco1)C(=O)CCC(=O)Nc1ccccn1 (stereo not given),-6%,12%,8%,-3%,21%,-25
Cc1ccc(SCC(=O)OCC(=O)N(CC(C)C)c2c(N)n(Cc3ccccc3)c(=O)[nH]c2=O)c(C)c1,-1%,10µM*,·,1%,0%,-11
COC(=O)c1ccc(NC(=O)Cn2c(-c3nonc3N)nc3ccccc32)cc1,27%&-2%,1%,-4%,3%&-5%,-9%,11&-26
CC1=CC(C)(C)NC(=S)N1c1cccc(Cl)c1,·,?,·,·,-6%,-26
Cc1cccc(NC(=O)CCC2CCN(C(=O)C3CC=CCC3)CC2)c1 (stereo not given),-5%,?,·,-19%,-20%,8
COc1cccc(-c2cc(C(=O)Nc3cc(C)n(Cc4ccc(Cl)cc4)n3)no2)c1,-16%,6.3µM*,2%,7%,3%,-80*
O=C(NCc1ccccn1)c1cccc(S(=O)(=O)Nc2ccc(SC(F)F)cc2)c1,0%,27%,·,0%,14%,-26
CNC(=S)NNC(=O)c1sccc1OCc1ccc(C)cc1,5%,7%,2%,-18%,86%[activator],42
Clc1ccc(-c2c[n+]3c(n2-c2ccccc2)SCC3)cc1,-3%,-9%,7%,8%,15%,?
CC(C)CNC(=O)CSc1nc(-c2cccs2)cc(C(F)(F)F)n1,-5%,-28%,1%,2%,3%,-68*
Cc1nc2sccn2c(=O)c1S(=O)(=O)NCCc1ccccc1,-2%,6%,2%,-3%,4%,3
Cc1ccc(CS(=O)(=O)Cc2ccc(C(=O)NCc3cccnc3)o2)cc1,?,-17%,0%,?,-4%,-13
CCC(C)NS(=O)(=O)c1ccc(OCC(=O)NCc2ccccn2)cc1 (stereo not given),-5%,35%[activator],5%,-5%[57.1 µM],6%,3
CCOC(=O)c1c(N)nn(C(=O)c2ccccc2F)c1-c1ccc(OC)cc1,-8%,7%,-5%,38%[activator],-7%,-15
O=C(C1CC1)N1CCc2cc(Br)cc(S(=O)(=O)N3CCOCC3)c21,-1%,-13%,6%,-4%,2%,-8
Cn1c(O)c(N=Nc2cccc(S(=O)(=O)N3CCOCC3)c2)c(=O)n(C)c1=O,0%,-6%,-6%,-13%,-7%,43
COc1ccc(OC)c(NC(=O)CC2C(=O)NCCN2C(=O)Nc2cccc(Cl)c2)c1 (stereo not given),2%,11%,-4%,-1%,-5%,23
Nn1c(SCC(=O)Nc2ccc3c(c2)OCO3)nnc1-c1cccc(Cl)c1,-6%,3%,-2%,-20%,-5%,3
Cc1ccc2c(c1)N(C(=O)CCC(=O)NC1CCN(Cc3ccccc3)CC1)CC(C)O2 (stereo not given),?,-28%,0%,-4%,0%,-7
Cc1ccc(Cn2c(C3CCCN3c3nc(C)cs3)nc3cc(C(F)(F)F)ccc32)cc1 (stereo not given),-6%,?,28µM*,-25%,-4%,·
N#Cc1ccc(CSC2=NCCN2)cc1,1%,?,-7%,-4%,-11%,?
O=c1c2ccccc2nc2ccc(N3CCOCC3)nn12,-4%,16%,1%,5%,-8%,82
O=C(CCNC(=O)c1ccc(Br)cc1)NCc1ccncc1,?,30%[activator],·,-4%,-1%,-15
[O-][n+]1c2cc(C(F)(F)F)ccc2c2n1CCN=C2c1ccc(Cl)cc1,-6%,19%,·,-17%,19%,15
COc1cc2ccccc2cc1C(=O)N(CCN(C)C)c1nc2c(OC)ccc(OC)c2s1,-11%,?,-15%,7%,-24%,-36
CCCCOc1ccc(C2/C(=C(\O)c3ccc4c(c3)OCCO4)C(=O)C(=O)N2CCCN2CCOCC2)cc1 (stereo not given),-3%,18%,13%,9%,3%,-5
Cc1cc(C)cc(C(=O)NCCN2CCOCC2)c1,-14%,25%,8%,-5%,-17%,28
O=C(Cc1ccc(Cl)c(Cl)c1)Nc1ccccc1N1CCCC1,-3%,?,·,-11%,6%,-22
Cc1cccc(C)c1-n1c(C)nn(CC#N)c1=O,-7%,14%,1%,-3%,-5%,-19
Cc1nnc(NC(=O)CC(CN(C)S(=O)(=O)c2ccccc2)c2ccccc2)s1 (stereo not given),?,-4%,0%,?,-6%,-8
CCN1CCN(Cc2cc(=O)oc3ccc(C)cc23)CC1,2%,-11%,-5%,1%,-2%,11
O=C(NCCCN1CCOCC1)C(C(=O)NCCCN1CCOCC1)c1ncc(C(F)(F)F)cc1Cl,1%,-4%,6%,7%,-5%,?
CCOc1ccc(-c2nonc2NC(=O)c2oc3c(C)c(C)ccc3c2C)cc1OCC,-2%,·,·,0%,·,-8
CN1CCN(C(=O)CSc2nc(-c3ccncc3)ccc2C#N)CC1,-14%,2%,2%,-2%,-3%,97
CC1CCC(N2CCN(S(C)(=O)=O)CC2)CC1 (stereo not given),?,16%,-12%,-17%,-27%,27
O=C(CN(Cc1ccco1)C(=O)c1ccccc1F)Nc1ccccc1C(F)(F)F,?,4%,·,-20%,14%,-15
CCOC(=O)C1=C(C)NC(=O)NC1c1ccc(N(C)C)cc1 (stereo not given),?,7%,-5%,-23%,8%,?
CCCCC(CC)CNC(=O)CN1C(=O)NC2(CCc3ccccc32)C1=O (stereo not given),-6%,-3%,8%,8%,28%,-14

# (cont.)
SMILES,AmpC detergent,HCV inh,FBPA Giardia inh,Sm TGR block,AMA1-RON2 inh,HCMV inh
O=C(/C=C/c1ccccc1)COC(=O)c1ccccc1,·,3%,·,·,41%[activator],?
COCCNC(=S)N(Cc1cccs1)Cc1cc2cccc(C)c2[nH]c1=O,1%,-18%,1%,-4%,-16%,-22
CC(CC(=O)O)NCC1COc2ccccc2O1 (stereo not given),·,-13%,·,·,0%,0
O=S(=O)(c1ccc(Cl)cc1)n1cccn1,4%,14%,-1%,·,-2%,9
Cc1nc(-c2ccc(F)cc2)sc1CCNC(=O)Cc1ccc(F)cc1,-2%,·,·,-3%,·,9
O=C(CN1C(=O)NC(Cc2c[nH]c3ccccc23)C1=O)NCCc1ccccc1 (stereo not given),-12%,-4%,-5%,-11%,2%,?
CC(C)CN(C(=O)C1COc2ccccc2O1)c1c(N)n(CC(C)C)c(=O)[nH]c1=O (stereo not given),2%,3%,·,1%,-7%,-1
CCn1c(SCc2ccccc2Cl)nc2ccccc21,?,?,-4%,3%,26%,13
Cc1cc(C)n2nc(C(=O)Nc3c(C)nn(Cc4ccc(F)cc4)c3C)cc2n1,2%,-2%,2%,5%,5%,-25
O=C(CSc1ncnc2scc(-c3ccccc3)c12)N1CCN(c2ccccc2F)CC1,-3%,?,3%,-8%,-1%,?

# Among those listed so far, these have an aryl thioether with sulfur outside any ring.
SMILES,AmpC detergent,HCV inh,FBPA Giardia inh,Sm TGR block,AMA1-RON2 inh,HCMV inh
CCCc1cc(=O)[nH]c(SCCN2C(=O)c3ccccc3C2=O)n1,?,17%,-7%,0%,-4%,?
O=C(CSc1nc2ncccc2[nH]1)Nc1ccccc1-c1ccccc1,-9%,?,?,-12%,30%,-37
Cc1ccc(SCC(=O)OCC(=O)N(CC(C)C)c2c(N)n(Cc3ccccc3)c(=O)[nH]c2=O)c(C)c1,-1%,10µM*,·,1%,0%,-11
O=C(NCc1ccccn1)c1cccc(S(=O)(=O)Nc2ccc(SC(F)F)cc2)c1,0%,27%,·,0%,14%,-26
CC(C)CNC(=O)CSc1nc(-c2cccs2)cc(C(F)(F)F)n1,-5%,-28%,1%,2%,3%,-68*
Nn1c(SCC(=O)Nc2ccc3c(c2)OCO3)nnc1-c1cccc(Cl)c1,-6%,3%,-2%,-20%,-5%,3
CN1CCN(C(=O)CSc2nc(-c3ccncc3)ccc2C#N)CC1,-14%,2%,2%,-2%,-3%,97
CCn1c(SCc2ccccc2Cl)nc2ccccc21,?,?,-4%,3%,26%,13
O=C(CSc1ncnc2scc(-c3ccccc3)c12)N1CCN(c2ccccc2F)CC1,-3%,?,3%,-8%,-1%,?
